Screens from PubChem BioAssay.
IMP-1 inhibitor = IMP-1 metallo-beta-lactamase inhibitors, primary screen, biochemical, epi-absorbance readout, Pseudomonas aeruginosa enzyme; metallo-beta-lactamase IMP-1 (Pseudomonas aeruginosa); purified IMP-1, nitrocefin hydrolysis, epi-absorbance fluorescence; inhibition, % at 5.6 µM; 290,000 tested, 0.45% active;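 active = inhibition above the mean plus 3 SD of all compounds in the same screening run, cut at about 4.5% in these data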;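 also: 0% = IMP-1 with DMSO and 100% = DMSO wells lacking enzyme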
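System: Purified IMP-1 | Read-out basis: Percent enzyme inhibition | Controls: IMP-1 with DMSO as 0%, enzyme-free DMSO as 100% | Replicates: One well per compound | Doses: 5.6 µM nominal single concentration | Detection: Epi-absorbance fluorescence, 480 nm excitation, 530 nm emission | Incubation: 25 °C, 15 min preincubation, 25 min reaction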
NALP1 inh = NALP1 inflammasome inhibitors in reconstituted yeast, colorimetric, S. cerevisiae, triplicate retest. S. cerevisiae NALP1/ASC/caspase-1 growth, X-gal OD620, 72 h. inhibition, % at 10 µM. 280,000 tested, 0.61% active. AID 2071, 2009; in the data active = inhibition mostly above about 24%, no sharp cut-off; inactive = mostly below about 32%; also: some compounds called inactive have numbers as strong as hits
IDE cell activ = human IDE activators in live cells, primary screen, fluorescence polarization, HEK cells, FAbeta-B substrate; FAbeta-B cleavage; 0% vehicle, 100% cell-free pure enzyme wells; activation, % at 5.96 µM; 340,000 tested, 0.073% active; AID 493087, 2011;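 active = activation above the mean of all tested compounds plus 3 SD, set per screening campaign, cut at about 17% in these data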
VIM-2 inhibitor = VIM-2 metallo-beta-lactamase inhibitors, primary screen, biochemical, epi-absorbance readout, Pseudomonas aeruginosa enzyme; purified VIM-2, nitrocefin hydrolysis, epi-absorbance fluorescence; inhibition, % at 5.6 µM; 290,000 tested, 0.89% active; AID 1527, 2009;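 active = inhibition above the mean of all tested compounds plus 3 SD, cutoff set per screening run, cut at about 7.5% in these data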;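 also: red hydrolysis product quenches plate fluorescence so inhibitors raise well fluorescence; 0% = enzyme with DMSO and 100% = DMSO without enzyme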
pCIP destab = p/CIP-EGFP fusion destabilizers, primary screen, fluorescence, F442A cells | Q05BA5 | 16 h | decrease of EGFP signal, % at 10 µM | 290,000 tested, 0.01% active;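 active = EGFP signal decrease of at least 30% at 10 µM or well 3 SD below plate mean, unless failing retest; inactive = the rest, including hits failing retest or dose response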; also: some compounds called inactive have numbers as strong as hits; many of its hits are not listed in these tables
M18AAP inhibitor = PfM18AAP inhibitors, malaria aminopeptidase, primary screen, biochemical, QFRET, recombinant enzyme. M18 aspartyl aminopeptidase (Plasmodium falciparum 3D7). H-Glu-NHMec fluorogenic cleavage. inhibition, % at 7.35 µM. 290,000 tested, 1.2% active;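 active = inhibition above the campaign mean inhibition over all tested compounds plus 3 SD, cut at about 28% in these data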;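 also: 0% = plate median of test compound wells and 100% = 2 mM ZnCl2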
GPR7 antagonist = GPR7 receptor antagonists, primary screen, cell-based, fluorescence, single concentration | inhibition, % at 4.4 µM | Neuropeptides B/W receptor type 1 (Homo sapiens), P48145 | 290,000 tested, 1.1% active | GPR7-expressing cells, fluorescence antagonist assay; in the data active = inhibition above about 16%, passing the limit was not always enough;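 also: cells stimulated with the agonist NPW; 0% = agonist with vehicle and 100% = vehicle without agonist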
Target sequence (P48145 whole entry, looked up): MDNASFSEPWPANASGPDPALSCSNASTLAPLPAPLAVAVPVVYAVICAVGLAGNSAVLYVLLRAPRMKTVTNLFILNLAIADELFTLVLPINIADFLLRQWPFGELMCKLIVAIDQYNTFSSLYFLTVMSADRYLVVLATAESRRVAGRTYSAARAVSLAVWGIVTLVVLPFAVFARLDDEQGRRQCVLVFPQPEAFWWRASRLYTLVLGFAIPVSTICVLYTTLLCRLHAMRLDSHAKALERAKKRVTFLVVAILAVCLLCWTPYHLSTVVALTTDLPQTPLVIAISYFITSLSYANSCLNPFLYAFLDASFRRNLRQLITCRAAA
IDE cell inh = human IDE inhibitors in live cells, primary screen, fluorescence polarization, HEK cells, FAbetaB substrate; AID 434962, 2010; 320,000 tested, 0.41% active; inhibition, % at 5.59 µM; Insulin-degrading enzyme (Homo sapiens), P14735; FAbetaB cleavage;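 active = percent inhibition above the average of all tested compounds plus 3 SD, set per screening campaign, cut at about 16% in these data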;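 also: IDE supplied by intact live HEK cells; FP after avidin binding of uncleaved biotin substrate so inhibition keeps polarization high; 0% = DMSO wells and 100% = 60 µM reference IDE inhibitor Ii1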
PHOSPHO1 block = PubChem AID 1565. Phosphoethanolamine/phosphocholine phosphatase (Homo sapiens), Q8TCT1. recombinant PHOSPHO1, absorbance phosphatase assay. inhibition, % at 13.3 µM. 290,000 tested, 1.1% active; in the data active = inhibition above about 60%
Target sequence (Q8TCT1 whole entry, looked up): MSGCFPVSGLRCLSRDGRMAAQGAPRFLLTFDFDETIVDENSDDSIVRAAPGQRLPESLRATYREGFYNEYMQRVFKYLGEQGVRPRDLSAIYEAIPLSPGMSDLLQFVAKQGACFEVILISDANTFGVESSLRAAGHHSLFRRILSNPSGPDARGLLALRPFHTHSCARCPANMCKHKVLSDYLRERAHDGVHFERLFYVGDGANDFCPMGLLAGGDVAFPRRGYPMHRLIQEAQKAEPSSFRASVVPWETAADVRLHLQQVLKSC
* marks the source's active call; other numbers are inactive results; · = no result given.

SMILES	IMP-1 inhibitor	NALP1 inh	IDE cell activ	VIM-2 inhibitor	pCIP destab	M18AAP inhibitor	GPR7 antagonist	IDE cell inh	PHOSPHO1 block
Cc1c(C(=O)NC(C)c2ccc(-n3ccnc3)cc2)cccc1[N+](=O)[O-] (stereo unspecified)	1.4	-3	3	-2.0	-4	-3	-18	7	-1
Cc1cccc(CS(=O)(=O)c2ncc(CO)n2C)c1	-1.8	14	4	1.5	-5	-1	-19	-3	6
O=c1[nH]c(N/N=C\c2ccc3c(c2)OCO3)nc2ccccc12	-4.4	16	-2	-3.5	-1	1	-2	3	37
Cc1ccc(-n2nc3c(c2NC(=O)C2CC2)CS(=O)(=O)C3)cc1C	-1.7	16	4	-1.9	5	-3	-18	-2	33
CCc1ccc(-c2cc(C(F)(F)F)n3nc(C(=O)Nc4cnn(Cc5ccccc5C)c4)cc3n2)s1	-2.2	0	7	-1.3	8	-1	0	0	11
Cc1ccc(OCCN2CCN(CC(O)Cn3c4ccccc4c4ccccc43)CC2)cc1 (stereo unspecified)	-4.0	76*	·	-1.2	-9	1	18	7	-23
CCCn1c(CN2CCN(C(C)=O)CC2)nc2cc(S(=O)(=O)N(C)C)ccc21	1.0	10	7	0.9	-11	9	-14	2	43
CC(=O)Nc1ccc(NC(=O)c2c(-c3ccccc3)noc2C)cn1	-2.0	19	4	-2.5	-14	-3	-11	-2	13
COc1ccc(OCCNC(=O)c2ccccc2OCC(=O)Nc2ccc(NC(C)=O)cc2)cc1	-2.6	23	0	-2.5	-7	1	-3	-3	-30
O=S(=O)(c1ccc(Cl)cc1)N1CCCC1c1nc(-c2ccc(Cl)cc2)no1 (stereo unspecified)	-2.4	0	0	-4.7	-3	-14	-22	-5	-8
O=C(CCCc1nc(-c2ccccc2)no1)Nc1cccnc1	0.5	19	2	-0.6	-3	-11	-5	2	-12
CCN(CC)S(=O)(=O)c1cc(NC(=O)CSc2nnc(-c3cccs3)o2)ccc1C	-2.9	-4	0	-1.7	-5	6	7	5	7

Arranged by value in VIM-2 inhibitor (high to low): some entries from above
SMILES	IMP-1 inhibitor	NALP1 inh	IDE cell activ	VIM-2 inhibitor	pCIP destab	M18AAP inhibitor	GPR7 antagonist	IDE cell inh	PHOSPHO1 block
Cc1c(C(=O)NC(C)c2ccc(-n3ccnc3)cc2)cccc1[N+](=O)[O-] (stereo unspecified)	1.4	-3	3	-2.0	-4	-3	-18	7	-1
COc1ccc(OCCNC(=O)c2ccccc2OCC(=O)Nc2ccc(NC(C)=O)cc2)cc1	-2.6	23	0	-2.5	-7	1	-3	-3	-30
O=c1[nH]c(N/N=C\c2ccc3c(c2)OCO3)nc2ccccc12	-4.4	16	-2	-3.5	-1	1	-2	3	37

(list continues)
SMILES	IMP-1 inhibitor	NALP1 inh	IDE cell activ	VIM-2 inhibitor	pCIP destab	M18AAP inhibitor	GPR7 antagonist	IDE cell inh	PHOSPHO1 block
COc1ccc(OC)c(NS(=O)(=O)c2ccc3c(c2)CCC(=O)N3)c1	0.2	4	-9	0.0	-5	7	6	-3	-5
CCc1cc(=O)[nH]c(SCc2cccnc2)n1	-0.8	13	0	-0.8	8	15	14	9	11
CC(C)(C)c1ccccc1OCCCCCn1ccnc1	-1.9	13	-1	-2.9	2	-3	-1	2	23
COc1ccc(-n2c(Cc3cccn3C)nnc2SCC(=O)N2CCC(C)CC2)cc1	-1.9	11	1	-1.3	-6	-7	-4	3	-34
CCNC(=O)/C(=C\c1ccccc1)NC(=O)/C=C/c1ccccc1	-0.8	15	5	-1.7	-15	10	0	2	-16
COc1ccc(C2C(C(=O)c3ccco3)=C(O)C(=O)N2CC2CCCO2)cc1 (stereo unspecified)	-1.4	-11	-3	-0.9	-7	4	-14	-1	32
CN(C)CCNc1oc(COc2ccc(Cl)cc2Cl)nc1C#N	-4.7	13	-1	-3.4	-9	4	-7	-3	-1
C=CCn1c(=O)c(C(=O)NCCc2ccccc2)c(O)c2ccccc21	-3.5	8	-1	-3.1	-8	1	-3	-3	-23
CCOC(=O)C1=C(N)OC2=C(C(=O)CCC2)C1c1cccnc1 (stereo unspecified)	-3.0	20	2	-2.0	7	4	-8	1	21
CCCN(c1ccc(C(C)C)cc1)S(=O)(=O)c1c(C)noc1C	-3.3	-20	6	-1.4	18	-6	-2	1	2
CC(=O)Nc1ccc(Oc2cc(C#N)c(C#N)cc2N2CCOCC2)cc1	-4.2	2	2	-0.4	-3	-1	-3	3	-29
Cc1[nH]c(=O)c(C#N)c(C)c1CCC(=O)Nc1cc(S(C)(=O)=O)ccc1Cl	-4.4	4	-2	1.3	1	-9	-5	3	-6
Cc1cccc(NS(=O)(=O)c2ccc3c(c2)Cc2cc(S(=O)(=O)Nc4cccc(C)c4C)ccc2-3)c1C	-4.0	8	1	-2.0	-10	1	-14	-2	2
CCc1ccc(NC(=O)COc2ccc(/C=C(/C#N)c3nc4ccccc4[nH]3)cc2OC)cc1	-1.1	17	9	-2.0	5	-12	8	0	-1
CCOC(=O)c1c(NC(=O)CSc2nncs2)sc(C)c1-c1ccccc1	-1.8	17	2	1.2	-11	-16	-6	-3	-6
O=C(NNC(=O)c1sccc1-n1cccc1)Nc1ccccc1	-3.7	8	-1	-4.3	-6	7	-5	0	6
O=C(/C=C/c1ccccc1)NCC(=O)N/N=C/c1ccco1	-3.0	7	1	-0.6	-8	-7	-14	-4	25
CC1(C)Cc2c(cnn2-c2cccc(F)c2)C(NC(=O)CN2CCCC2=O)C1 (stereo unspecified)	-1.2	1	1	0.0	7	-3	14	3	13
CC1CCN(S(=O)(=O)c2ccc3c(c2)N(CC(=O)NCCCOC(C)C)C(=O)CO3)CC1	0.2	30	2	-2.0	-1	3	-8	0	27
Cc1noc(C)c1CSc1cc(C)c2ccccc2n1	-2.8	-2	3	-1.1	-11	-1	-13	-10	-2
CCC(=C(c1ccc(OC)cc1)c1ccc(OC)cc1)c1cn(CC(O)CN2CCN(C)CC2)c2ccccc12 (stereo unspecified)	-2.2	24	3	-2.4	8	-3	8	1	0
O=C(O)CCCCn1c(SCC(=O)Nc2ccccc2C(F)(F)F)nc2ccsc2c1=O	-2.0	34	-2	-1.7	-8	5	-20	-2	-10
CCOC(=O)c1nnn(-c2nonc2N)c1-c1ccccc1	-7.2	11	-1	-3.9	-6	5	-4	0	30
CCC(C)(C)C1CCC(=NNC(=S)Nc2cccnc2)CC1 (stereo unspecified)	-3.7	-24	7	-3.1	-12	15	-16	3	-32
Cc1nnc(C)c2c(C)n(-c3ccc(Cl)c(N)c3)c(C)c12	-4.7	37	3	-1.7	-4	18	11	6	28
COc1ccc(NC(=O)c2c([N+](=O)[O-])c(C(C)(C)C)nn2C)cc1	-2.2	-41	7	-4.1	-5	1	-15	6	40
O=C(O)c1ccccc1CSc1ncn[nH]1	-2.4	18	3	0.8	-14	5	-4	0	-15
Cc1nc(N2CCN(c3ccccn3)CC2)c2c(C)c(C(=O)Nc3c(C)cc(Br)cc3C)sc2n1	-3.4	-4	2	-4.6	-7	2	-2	3	27
Cc1c(NC(=O)C(C)N2C(=O)NC3(CCC(C)CC3)C2=O)c(=O)n(-c2ccccc2)n1C (stereo unspecified)	-2.3	10	-4	-4.2	-22	3	-6	-1	20
CCCn1c(=N)n(CCOCCOCCn2c(=N)n(CCC)c3ccccc32)c2ccccc21	-1.7	·	·	-1.4	·	-4	-2	·	·
CCc1nn(C(CC)C(=O)NCC(C)c2ccccc2)c(=O)c2cc3occc3n12 (stereo unspecified)	-0.8	-3	1	-1.3	5	0	-20	·	26
COc1cccc(CN(C)CC(=O)Nc2sc3c(c2C#N)CCC3)c1	-2.6	0	1	-4.9	-2	0	-8	-11	-7
CS(=O)(=O)c1nc(-c2ccc(Br)cc2)cc(-c2ccccc2)c1C#N	-4.7	-3	-17	-1.4	0	5	6	-3	9
CCCN(CCC)S(=O)(=O)c1ccc(C(=O)Nc2nc3c(s2)CCc2ccccc2-3)cc1	-2.4	34	8	0.5	2	-4	2	-2	-23
COc1ccc(N(CC(=O)NCCSc2ccccn2)S(=O)(=O)c2ccccc2)cc1Cl	0.6	15	2	1.4	-7	3	-13	-1	14
Cc1ccc(CNC(=O)C2CCN(c3nn4c(=O)cc(C)nc4s3)CC2)cc1	-1.9	19	4	1.1	-4	-16	-4	-3	17
CCCOc1ccc(C(CC(=O)O)NS(=O)(=O)c2ccc(NC(C)=O)cc2)cc1 (stereo unspecified)	0.4	14	1	-1.9	-1	-4	6	3	32
COc1ccc(NC(=O)C2CCN(c3cc(C)nc(-c4ccccc4)n3)CC2)cc1	-2.6	44	-4	-1.7	4	2	0	2	17
O=C(/C=C/c1ccccc1)NCCSc1ccc(Cl)cc1	-2.6	16	5	-0.9	-4	-2	-5	3	-9
COc1cccc(-c2csc(N3CCN(C(=S)Nc4ccc(Cl)cc4)CC3)n2)c1	-2.4	10	-8	-2.5	-4	7	11	3	-41
NC(=O)c1cc(S(=O)(=O)Nc2ccccc2)cs1	-3.5	-5	6	-3.3	-16	0	-13	0	·
CCOC(=O)Cn1c2c(c(=N)c3c1CCC3)CCCC2	-4.1	30	-4	-1.8	-8	-2	-12	-2	3
CCC1CCCCN1C(=O)c1cc2c(=O)n3cccc(C)c3nc2s1 (stereo unspecified)	-0.6	16	2	15*	0	-3	12	4	-32
CCN(CC)C(=O)CN(c1cc2c(cc1OC)oc1ccccc12)S(=O)(=O)c1ccccc1	-2.7	6	4	-0.6	24	-5	-5	5	-74
Oc1ccc(/C=C/c2ccc3ccccc3n2)cc1	-2.8	7	-2	-2.5	-2	-6	-12	7	48
CCCCC(O)(C(NC=O)C(=O)OC)C(F)(F)F (stereo unspecified)	-0.8	18	-2	-2.0	5	-4	-1	3	-14
CN(CCc1ccccn1)Cc1ccc(Cl)cc1Cl	-2.9	8	-4	-1.5	2	12	-13	-1	-9
O=C(NCc1ccc2c(c1)OCO2)C(=S)N1CCOCC1	-1.1	1	1	1.4	-12	-13	-11	3	39
CCOC(=O)N1CCC(NC(=O)C2CCN(S(=O)(=O)c3c(C)noc3C)CC2)CC1	-3.6	9	4	0.1	-15	-6	-10	0	8
C=CCN1C(=O)C(Cc2ccc(OC)cc2)SC1=Nc1ccc(C(=O)O)cc1 (stereo unspecified)	0.4	-15	0	1.0	2	-11	3	2	-7
CCCCNCc1cc(Br)c(OCC(=O)NCc2ccccc2)c(OC)c1	-2.5	33	-1	-2.2	-6	-2	-2	-2	23
CCOC(=O)c1c(NC(=O)c2noc(C)c2[N+](=O)[O-])sc(C(C)=O)c1C	-2.6	-2	5	-1.3	4	3	-16	-2	-23
COc1ccccc1N(C)S(=O)(=O)c1ccc(C(=O)OC(C)C(=O)NCc2ccc3c(c2)OCO3)cc1 (stereo unspecified)	-0.2	2	1	1.5	-11	-10	-1	-1	15
